KCNH2 3.1 inh – inhibitors of human KCNH2 3.1 potassium channel isoform; U2OS KCNH2 3.1, thallium flux FluxOr; stronger effect = lower value; activity change, % (tested at about 1.8 µM); hit rate 0.95% among 340,000;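 active means maximum activity change below -70%; inconclusive means maximum activity change from -70% to -50%; inactive means maximum activity change above -50%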;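 further: thallium influx rate constant from kinetic fluorescence after stimulation buffer; on the % scale 0 is the no-effect control and ±100 the full control effect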
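FluxOr-based Tl+ influx in U2OS cells transduced with KCNH2 3.1 virus; rate constants normalized to DMSO controls.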
FBPA coupling cs – counter-screen for Giardia aldolase inhibitors: coupling enzyme system. coupling enzyme system counterscreen, AmpLite Red fluorescence. activity change, negative = inhibition, % at 58.2 µM, hits read low. hit rate 0.67% among 290,000. AID 2472; in the data active means activity change below about -30%; further: on the % scale 0 is the no-effect control and ±100 the full control effect
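Counterscreen of the coupled detection system alone, without aldolase: glyceraldehyde-3-phosphate coupling enzymes plus AmpLite Red readout. Compounds at 57.5 uM final, 10 min RT preincubation, 20 min RT reaction, fluorescence 525/598 nm.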
B2AR arrestin – recruits beta-arrestin to the human beta2-adrenergic receptor; P07550; beta-arrestin recruitment to beta2AR, cell-based reporter; Potency, µM (top dose mostly 46.1 µM), for the others: top-dose activation, hits mostly activators; hit rate 0.02% among 330,000; AID 492947;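 further: potency means the concentration at half of the fitted maximal effect; 0% = DMSO controls and full agonism = EC100 isoproterenol or metaproterenol; nearly all actives have a fitted effect of over 65% in size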
Target sequence (P07550 whole entry, looked up): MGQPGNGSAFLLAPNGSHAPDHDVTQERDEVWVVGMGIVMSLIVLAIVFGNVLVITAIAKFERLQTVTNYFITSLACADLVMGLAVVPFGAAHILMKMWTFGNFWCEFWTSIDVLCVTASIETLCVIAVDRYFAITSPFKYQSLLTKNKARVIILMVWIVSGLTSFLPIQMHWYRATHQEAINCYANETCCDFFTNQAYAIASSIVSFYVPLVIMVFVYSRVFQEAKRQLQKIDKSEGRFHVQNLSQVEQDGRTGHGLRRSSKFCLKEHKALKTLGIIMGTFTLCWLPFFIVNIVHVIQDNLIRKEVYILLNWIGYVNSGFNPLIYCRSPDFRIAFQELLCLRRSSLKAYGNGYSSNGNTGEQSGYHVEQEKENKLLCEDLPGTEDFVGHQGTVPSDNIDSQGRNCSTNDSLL
Giardia killer – Giardia lamblia killing; Giardia lamblia trophozoite viability; activity change, % at 7.66 µM, hits read low; hit rate 0.15% among 340,000; in the data active means activity change below about -80%; inconclusive means between about -30% and that limit;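 further: parasites exposed to compound for two days anaerobically before the ATP read; on the % scale 0 is the no-effect control and ±100 the full control effect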
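Anaerobic 48 hrs incubation at 37 deg C of 100 trophozoites/well with test compounds; ATPLite 1-Step luminescence, 15-30 min RT, reports cellular ATP as viability.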
MLL CXXC-DNA inh – blocks binding of human MLL CXXC domain to DNA | hit rate 0.037% among 290,000 | MLL-CXXC / FITC-HOXA9 DNA fluorescence polarization | Q03164 | Potency, µM (series often up to 115 µM), without a hit: at the highest dose activity change, negative = inhibition, hits mostly inhibitors; active means well fitted inhibition curve with a large enough effect in the polarisation, with a control signal flat, not every such curve was filed as active; inconclusive means small, poorly fitted or top-dose-only effect, or effect the other way, or a change in a side signal; inactive means no such curve, though single readings can be large or run the other way; the % refers to the polarisation; further: potency means the concentration at half of the fitted maximal effect
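Fluorescence polarization: 7 uM MLL-CXXC (stock) preincubated 5 min with compounds, then 50 nM fluorescein-HOX-A9 DNA (stock) added; 30 min ambient. Buffer 50 mM Tris-HCl pH 7.5, 50 mM NaCl, 1 mM DTT, 0.05% BSA.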
USP2a block – USP2a (human) protease inhibition; O75604; USP2 core, Ub-CHOP2 coupled fluorogenic reporter, 485/531; Potency, µM (top dose mostly 38.3 µM), without a hit: at the top dose activity change, negative = inhibition, actives largely listed as inhibitors; hit rate 0.01% among 330,000; AID 463254;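 further: potency means the concentration at half of the fitted maximal effect; plate controls were DMSO wells for no effect and full inhibition by NEM control for full effect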
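USP2 core (10nM final) preincubated 30min RT with compound in 20mM Tris-HCl pH 8.0, 2mM CaCl2, 2mM beta-mercaptoethanol, 0.05% CHAPS; 25nM Ub-CHOP2 plus 25nM reporter substrate added, fluorescence (Ex485/Em531) read after 60min.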
TRPV1 ag – human TRPV1 agonism; Q8NER1; TRPV1-expressing cells, Fluo-8 calcium influx, agonist mode; activation, % at 8.33 µM; hit rate 0.19% among 320,000; AID 540275; in the data active means activation above about 80%; inconclusive means between about 30% and that limit; further: 0% is about no effect
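Fluo-8 calcium influx in TRPV1-expressing cells, kinetic read (ex 480/em 520 nm). Compound added and read 3 min for agonist activity, followed by capsaicin at EC20 final and 2 min further read for enhancement.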
Menin MLL FP TR – menin-MLL binding inhibition, Texas Red mutant peptide; Potency, µM (titrated, usually from 61.6 µM), for the others: at the top dose FP activity change, negative = inhibition, hits mostly inhibitors; hit rate 0.23% among 270,000; O00255; Menin + Texas Red MLL mutant peptide, fluorescence polarization; active means well fitted inhibition curve with a large enough effect in the polarisation, with a control signal flat, not every such curve was filed as active; inconclusive means small, poorly fitted or top-dose-only effect, or effect the other way, or a change in a side signal; inactive means no such curve, though single readings can be large or run the other way; the % refers to the polarisation; further: potency means the concentration at half of the fitted maximal effect; % of control where 0% means no effect; many of its hits are not listed in these tables
Target sequence (O00255 whole entry, looked up): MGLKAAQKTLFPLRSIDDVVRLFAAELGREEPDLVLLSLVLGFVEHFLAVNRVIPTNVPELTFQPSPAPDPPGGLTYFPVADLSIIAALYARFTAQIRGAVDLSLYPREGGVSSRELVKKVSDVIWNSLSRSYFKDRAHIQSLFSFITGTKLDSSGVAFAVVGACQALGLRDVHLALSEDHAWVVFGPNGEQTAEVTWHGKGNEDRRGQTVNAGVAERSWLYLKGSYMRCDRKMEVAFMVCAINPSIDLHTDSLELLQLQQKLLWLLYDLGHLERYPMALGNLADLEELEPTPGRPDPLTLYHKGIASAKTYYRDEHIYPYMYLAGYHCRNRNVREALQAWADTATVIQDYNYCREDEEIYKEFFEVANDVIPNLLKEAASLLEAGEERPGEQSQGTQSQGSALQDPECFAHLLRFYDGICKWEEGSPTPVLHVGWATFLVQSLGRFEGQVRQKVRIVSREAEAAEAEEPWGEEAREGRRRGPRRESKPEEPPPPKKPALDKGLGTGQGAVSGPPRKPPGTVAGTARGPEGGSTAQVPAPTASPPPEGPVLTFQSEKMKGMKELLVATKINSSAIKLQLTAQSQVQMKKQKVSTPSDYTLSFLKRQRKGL
KCNH2 WT inh – inhibitors of human wildtype KCNH2 potassium channel | activity change, % at 1.84 µM | hit rate 0.37% among 340,000 | Q12809 | U2OS, BacMam KCNH2, thallium flux FluxOr; stronger effect = lower value;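 active means maximum activity change below -70%; inconclusive means maximum activity change between -70% and -50%; inactive means maximum activity change above -50%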; further: on the % scale 0 is the no-effect control and ±100 the full control effect
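U2OS cells were transduced with wild-type KCNH2 virus (2.03 x 10^8 / mL) for 4 h at room temperature, then cultured overnight at 37 C. Thallium flux was read with FluxOr dye. Rate constants were normalized to DMSO controls.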
PKM2 activator – PKM2 (human) enzyme activation; hit rate 0.34% among 260,000; Potency, µM (series often up to 57.5 µM), inactives show at the top dose activation, most hits filed as activators; purified PKM2, Kinase-Glo ATP luminescence, activation; response scale: 0% is enzyme alone, no compound; P14618; further: potency means the concentration at half of the fitted maximal effect; on the % scale 0 is the no-effect control and ±100 the full control effect; nearly all actives have a fitted effect of over 55% in size
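hPK-M2, >95% pure; 0.1 mM ADP / 0.5 mM PEP final; imidazole pH7.2 buffer w/ 7 mM MgCl2, 50 mM KCl; 1 h RT; Kinase-Glo lum. Intermediate enzyme activity for dual inhibitor/activator qHTS.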
GALK inhibitor – blocks human galactokinase activity. Purified GALK, Kinase-Glo residual ATP luminescence. Potency, µM (doses to about 57.5 µM), for the others: at the top dose activity change, negative = inhibition, usual class: inhibitors. P51570. hit rate 0.007% among 270,000; further: potency means the concentration at half of the fitted maximal effect; on the % scale 0 is the no-effect control and ±100 the full control effect
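5 nM enzyme, 35 uM ATP, 100 uM galactose, 20 mM HEPES pH8.0, 5 mM MgCl2; 1 h RT; residual ATP by Kinase-Glo Plus luminescence, qHTS format.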
An asterisk follows results filed as active; i = inactive; ? = inconclusive; . = no result given; [ ] = dose if it differs, or a comment. Unless noted, the call rests on the fitted dose curve; in most records, active means well fitted curve in the direction sought with a large enough effect; inconclusive means small, poorly fitted or top-dose-only effect, or another doubt; inactive means no such curve, though single readings can be large; an effect the other way counts as inactive or inconclusive.

Molecule	KCNH2 3.1 inh	FBPA coupling cs	B2AR arrestin	Giardia killer	MLL CXXC-DNA inh	USP2a block	TRPV1 ag	Menin MLL FP TR	KCNH2 WT inh	PKM2 activator	GALK inhibitor
Cc1cc(NC(=O)c2ccccc2F)cc(C)c1OCC(=O)N1CCOCC1	0	.	-0.5%	-18	-3%	1%	0	.	-1	-9%	-5%
COc1ccc(S(=O)(=O)N2CCN(c3c(C)cccc3C)CC2)cc1OC	8	-1	-0.1%	2	-4%	-8%	.	-5%[11.7 µM]	13	-2%	0%
CCOC(=O)c1ccc(N=C2NC(=O)CS2)cc1	-17	8	0.0%	6	0%	0%	1	9%	-33	-5%	-3%
COc1ccccc1-c1coc2cc(OC(=O)N3CCOCC3)ccc2c1=O	11	2	0.5%	?	-2%	1%	-2	.	-1	-4%	3%
CC1=C(C(=O)N2CCN(C(=O)c3ccco3)CC2)C2(CCC(C)CC2)OC1=O (stereo not given)	-6	-1	-0.3%	-18	-2%	-2%	-1	-13%	6	4%	-1%
CCCCC[C@]12Cc3ccccc3C(O1)C1=C(CC(C)(C)CC1=O)O2	.	0	-0.3%[9.22 µM]	.	-7%[23 µM]	-1%[7.66 µM]	i	-11%[11.7 µM]	.	-4%[11.5 µM]	.
Cn1ncc(Br)c1N1C(=O)CCC1=O	4	1	-0.3%	2	-2%	3%	1	.	-6	-2%	6%
CCOC(=O)c1nsnc1NCCSC(=N)N	-2	4	0.9%	-2	-5%	2%	-1	-1%	19	-4%	1%
NNC(=O)c1cc(-c2cccs2)nc2ccccc12	4	1	0.6%	12	7%	8%	1	.	-1	17%	-2%
O=C(NCCCN1CCCCC1)c1ccc(CS(=O)c2ccc(F)cc2)o1 (stereo not given)	11	.	-0.5%	-10	1%	5%	0	.	8	.	-8%
Cc1ccccc1NC(=O)Cn1nnc(C(=O)NCc2ccco2)c1N	-4	-1	-1.1%	-14	12%	3%	-1	1%	.	-28%	-2%
Cc1cc(C)cc(OCCNC(=O)c2cc(S(=O)(=O)N3CCOCC3)ccc2F)c1	1	0	-0.1%	-1	0%	-1%	-2	?	0	.	-1%
CCOC(=O)c1oc2ccccc2c1COC(=O)C(C)NC(=O)c1ccco1 (stereo not given)	-11	.	-0.9%	-5	.	0%	2	.	7	.	.
O=C(NC(=S)NCc1cccnc1)c1ccccc1	25	-1	-0.3%	-15	1%	3%	0	10%	-15	2%	-2%
Cc1c(-c2n[nH]c(=S)n2-c2ccc(C(F)(F)F)cc2)nnn1-c1ccccc1	5	-2	0.5%	-1	-1%	4%	1	2%	3	-8%	-3%
CCOC(=O)C1(CCCc2ccccc2)CCN(C(=O)CN2CCOC2=O)CC1	15	2	-0.5%	-21	-7%	3%	8	-15%	3	4%	0%
CCCCN1CCc2c([nH]c3c(C)cccc23)C1=O	-8	-9	0.1%	10	6%	-1%	3	-2%	-10	-4%	2%
Cc1c(C=C2C(=O)c3ccccc3C2=O)cc(C#N)n1C	5	-1	-0.7%	-10	-28%	0%	0	.	5	-30%	.
CC(C)NC(=O)c1ccc(-c2ccc(Cl)c(C(F)(F)F)c2)o1	-8	2	4.0%	1	3%	4%	?	4%	-6	4%	2%
COc1ccccc1C(=O)CSc1ccccn1	11	2	-0.1%	-3	-1%	2%	2	-24%	2	0%	0%

Brought forward from above: 4 compounds, followed by the next part.
Molecule	KCNH2 3.1 inh	FBPA coupling cs	B2AR arrestin	Giardia killer	MLL CXXC-DNA inh	USP2a block	TRPV1 ag	Menin MLL FP TR	KCNH2 WT inh	PKM2 activator	GALK inhibitor
CCCCN1CCc2c([nH]c3c(C)cccc23)C1=O	-8	-9	0.1%	10	6%	-1%	3	-2%	-10	-4%	2%
Cc1c(C=C2C(=O)c3ccccc3C2=O)cc(C#N)n1C	5	-1	-0.7%	-10	-28%	0%	0	.	5	-30%	.
CC(C)NC(=O)c1ccc(-c2ccc(Cl)c(C(F)(F)F)c2)o1	-8	2	4.0%	1	3%	4%	?	4%	-6	4%	2%
COc1ccccc1C(=O)CSc1ccccn1	11	2	-0.1%	-3	-1%	2%	2	-24%	2	0%	0%
COc1ccc(OCCn2cnc3ccccc32)cc1	12	0	-0.8%	-8	3%	3%	13	-3%	0	0%[11.5 µM]	-4%
COc1ccc2[nH]c3c(c2c1)CCN1C(=O)C(CC(=O)NCc2cccc(C(F)(F)F)c2)C[C@H](C(=O)N(C(C)C)C(C)C)[C@@]31C (stereo not given in full)	-7	.	-0.2%	-8	.	3%	.	.	6	.	.
CCOc1ccc(N2C(N)=NC(N)=NC2(C)C)cc1	7	0	-0.4%	-17	5%	2%	14	-5%	1	-4%	5%
S=c1[nH]nc(-c2ccccc2)n1/N=C/c1cccc(Cl)c1	10	-2	0.3%	-21	-14%	-4%	14	-15%	-9	-3%	2%
COc1ccc(OC)c(/C=C/C(=O)OCC(=O)NCc2cccs2)c1	10	.	0.0%	1	.	0%	15	.	4	.	.
O=C(CCO)c1ccc(O)cc1	-2	0	-0.3%	-7	-22%	1%	1	3%	-9	16%	-1%
Cn1cccc1Cc1nnc(SCC(=O)NCc2ccco2)n1-c1ccc(F)cc1	-3	0	-0.1%	-2	11%	-1%	-1	-27%	7	1%	2%
COCCNC(=O)CCSCc1ccccc1F	-30	1	-0.4%	-6	9%	2%	6	3%	20	3%	1%
Cc1cc(C(=O)O)ccc1NCc1ccncc1	-1	0	-0.8%	-9	-8%	1%	-5	6%	-3	-3%	.
O=C(O)CSc1c2c(nc3cc(C(=O)Nc4cccc(C(F)(F)F)c4)ccc13)CCCC2	-8	9	-0.6%	-15	-7%	1%	-2	50%[activator]	-6	.	-4%
Cc1ccc2c(Cl)c(C(=O)NCC3CCCO3)sc2c1 (stereo not given)	11	2	-0.3%	7	-2%	0%	21	-17%	16	-1%	-1%
CC(=O)OC(C)(C)/C=C/C(=O)[C@](C)(O)C1[C@H](O)C[C@@]2(C)C3CC=C4C(C=C(O[C@@H]5O[C@H](CO)[C@@H](O)[C@H](O)[C@H]5O)C(=O)C4(C)C)[C@]3(C)C(=O)C[C@]12C (stereo not given in full)	52	.	-2.7%	24	.	0%	.	.	3	.	.
COc1ccc(COC(=O)c2cc([N+](=O)[O-])ccc2N2CCOCC2)cc1F	-16	.	-0.4%	-15	.	3%	27	.	-1	.	.
CC(NS(=O)(=O)c1ccccc1)C(c1cccs1)N1CCOCC1 (stereo not given)	4	1	-0.2%	-22	11%	0%	3	-13%	-2	-2%	.
N#C/C(=C\Nc1ccccc1SC(F)(F)F)c1nc(-c2ccccc2)cs1	-5	-9	-0.5%	6	1%	3%	1	6%	0	1%	0%
O=C(CSc1nnc(CCCO)n1-c1ccccc1)NCCc1ccccc1	0	2	-0.4%	-8	-9%	0%	-3	-15%	-5	6%	-1%
CCOc1ccccc1N(CC(=O)Nc1ccccc1C(=O)O)S(C)(=O)=O	0	0	0.3%	4	1%	-2%	3	-3%	17	4%	2%
Nc1ccccc1S(=O)(=O)NCCCCc1ccccc1	-10	0	0.1%	0	19%	21%	-9	1%	-3	.	-1%
CCOc1c(C)cnc2c1c(=O)n(Cc1ccccc1F)c(=O)n2C	-15	1	-0.3%	-7	-16%	-3%	2	-9%	4	-1%[0.46 µM]	-4%

Some of the compounds tested; the hit share may differ from the screen's.
